Source: PubChem BioAssay (several laboratories)
Rtt109 Vps75 – C. albicans Rtt109 histone acetyltransferase inhibition; purified Rtt109/Vps75, ThioGlo CoA-SH fluorescence, 4 h; 0.16% of 330,000 active; AID 540336; inhibition, % at 34.9 µM; Q5AAJ8;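 active means inhibition of at least 50% in every replicate; inconclusive means best replicate reaches 50% inhibition but some replicates fall short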
Target sequence (Q5AAJ8 whole entry, looked up): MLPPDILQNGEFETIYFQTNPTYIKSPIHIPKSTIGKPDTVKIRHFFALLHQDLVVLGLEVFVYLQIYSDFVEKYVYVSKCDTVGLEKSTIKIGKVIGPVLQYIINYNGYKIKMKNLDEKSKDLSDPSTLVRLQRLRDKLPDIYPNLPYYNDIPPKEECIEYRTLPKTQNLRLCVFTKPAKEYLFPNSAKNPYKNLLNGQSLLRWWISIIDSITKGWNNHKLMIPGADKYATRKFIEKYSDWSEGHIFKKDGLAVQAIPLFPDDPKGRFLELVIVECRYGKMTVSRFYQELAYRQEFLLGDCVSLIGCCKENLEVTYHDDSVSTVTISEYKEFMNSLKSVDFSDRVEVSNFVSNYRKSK
PvdQ inh – P. aeruginosa PvdQ acylase inhibition. 0.063% of 340,000 active. purified PvdQ acylase, fluorescence plate reader. inhibition, % at 10 µM; in the data active means inhibition above about 30%, passing the limit was not always enough; inconclusive means no clear call, values can overlap the other calls;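 further: 0% = vehicle neutral wells and 100% = reference inhibitor wells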
SUMO Mot1 rescue – inhibitors of SUMOylation pathway: yeast Mot1-301 growth rescue | S. cerevisiae Mot1-301 growth rescue, ATP luminescence, 38.5C; percent above DMSO median, 100 means doubled | growth rescue, % at 18.8 µM | 1% of 320,000 active;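 active means every valid replicate shows activation above 250% relative to neutral control wells; inactive means the rest, any valid replicate at or below 250%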;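 further: OY570 slx delta 5 strain wells were the positive control but not used for scaling; some compounds called inactive have numbers as strong as hits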
dFosB act – mouse delta FosB homodimer activation; P13346; purified delta FosB, TAMRA-CDK5 oligo fluorescence polarization; percent of positive-control signal above neutral wells; activation, % at 25 µM; 0.99% of 340,000 active;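 active means mean activation above about 17%, with every replicate also reaching it, limit read from the data, passing the limit was not always enough; inconclusive means only one of the two conditions met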;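 further: fluorescence polarization rise as delta FosB binds a TAMRA Cdk5 AP-1 oligo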
NSD2 inh – blocks human histone methyltransferase NSD2; 0.54% of 310,000 active; NSD2 peptide methylation, AlphaScreen, 120 min; inhibition, % at 12.5 µM; O96028; AID 743445; in the data active means inhibition above about 50%
LANA DNA inh – inhibitors of KSHV LANA C-terminal domain DNA binding. AID 504423. MBP-C-LANA/FAM-LBS DNA binding, fluorescence polarization. inhibition, % at 9 µM. 0.078% of 340,000 active;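 active means highest replicate inhibition at or above 60% at 9 µM, even if other replicates fall short; inactive means all replicates below 60% inhibition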;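 further: 0% = neutral control wells and 100% = 4 µM acridine orange control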
RTF Ca sens inh – cardiac RTF calcium desensitization; AID 493244; 0.12% of 340,000 active; inhibition, % at 7.15 µM; IANBD-labeled cardiac RTF, Ca2+ fluorescence;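 active means inhibition above the mean inhibition of all tested compounds plus 3 SD, cut at about 17% in these data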;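 further: assay run at fixed EC70 calcium of 1.6 mM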
PfHsp90 yeast 2 – reduces growth (ATP signal) of yeast expressing P. falciparum Hsp90; S. cerevisiae expressing PfHsp90, BacTiter-Glo ATP, 48 h; yeast lacking PDR1 and PDR3 efflux regulators; inhibition, % at 9.4 µM; 0.32% of 310,000 active;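 active means every replicate shows inhibition above about 80%, whatever the replicate mean, limit read from the data; inconclusive means mean inhibition reaches the set limit but some replicate falls short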;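 further: 0% = DMSO neutral controls and 100% = 20 µM radicicol positive controls; yeast relying on Plasmodium falciparum Hsp90 in place of its own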
CDK5 p35 inh – CDK5/p35 (human) kinase inhibition. Q00535+Q15078. Recombinant CDK5/p35, ADP-Glo luminescence, 60 min. inhibition, % at 10 µM. 0.01% of 330,000 active. AID 488839;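 active means highest replicate inhibition of at least 50% and at least 75% of replicates reaching 50%; inconclusive means only one of the two criteria met; inactive means both criteria failed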;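 further: plate controls were DMSO neutral control for no effect and GW8510 at 10 µM for full effect; many of its hits are not listed in these tables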
Keap1 Nrf2 FP – Keap1-Nrf2 (human) interaction inhibition. Q14145. Keap1 Kelch-Nrf2 peptide fluorescence polarization, 1536-well. inhibition, % at 9.4 µM. 0.15% of 340,000 active; in the data active means inhibition above about 12%; inconclusive means no clear call, values can overlap the other calls; inactive means below about 7.3%;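 further: human Keap1 Kelch domain with fluorescein labeled Nrf2 9mer peptide probe; 0% = neutral control wells and 100% = peptide positive control; higher means more block of Keap1 binding to Nrf2 peptide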
Target sequence (Q14145 whole entry, looked up, the tested form may be a part): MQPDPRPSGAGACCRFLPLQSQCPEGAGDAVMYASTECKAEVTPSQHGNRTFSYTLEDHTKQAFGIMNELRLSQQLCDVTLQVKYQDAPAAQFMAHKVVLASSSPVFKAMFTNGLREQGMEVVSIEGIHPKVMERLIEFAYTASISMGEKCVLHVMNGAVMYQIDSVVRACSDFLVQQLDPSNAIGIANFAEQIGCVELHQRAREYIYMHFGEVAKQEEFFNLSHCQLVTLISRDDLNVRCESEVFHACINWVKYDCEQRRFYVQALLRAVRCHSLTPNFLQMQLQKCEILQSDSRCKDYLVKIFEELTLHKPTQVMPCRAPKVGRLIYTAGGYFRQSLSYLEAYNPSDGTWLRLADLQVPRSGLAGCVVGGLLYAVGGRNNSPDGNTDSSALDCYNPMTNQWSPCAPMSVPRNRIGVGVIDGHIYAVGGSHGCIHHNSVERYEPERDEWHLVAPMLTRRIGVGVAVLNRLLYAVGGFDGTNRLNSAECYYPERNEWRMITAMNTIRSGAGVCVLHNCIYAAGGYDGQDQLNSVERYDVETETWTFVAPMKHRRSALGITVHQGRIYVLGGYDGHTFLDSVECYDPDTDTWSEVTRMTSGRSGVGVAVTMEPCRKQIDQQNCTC
RTF Ca sens act – increases calcium sensitivity of human cardiac regulated thin filaments; P19429+P45379; IANBD-labeled TnC RTF fluorescence at EC20 calcium; 0% EC20 calcium, 100% full calcium; activation, % at 7.2 µM; 0.24% of 340,000 active;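 active means activation above the mean over all tested compounds plus 3 SD, cut at about 30% in these data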;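 further: rise in fluorescence read as greater calcium sensitivity of cardiac thin filaments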
An asterisk follows results filed as active; i = inactive; ? = inconclusive; / = not tested or not shown.

SMILES	Rtt109 Vps75	PvdQ inh	SUMO Mot1 rescue	dFosB act	NSD2 inh	LANA DNA inh	RTF Ca sens inh	PfHsp90 yeast 2	CDK5 p35 inh	Keap1 Nrf2 FP	RTF Ca sens act
CSCC[C@H](NC(=O)c1cccc([N+](=O)[O-])c1C)c1nc2ccccc2[nH]1	-0.2	-12.6	-9.3	-6.2	-0.4	-3.2	-4.4	-22.9	-1.3	-0.3	5.6
COc1cc(C(=O)Nc2cccc(-c3cn4cccnc4n3)c2)cc(OC)c1OC	-4.1	-10.5	/	-28.7	-7.1	-1.3	-2.5	/	1.2	-2.4	-5.3
COC(=O)C(C(=O)Nc1cccc(C)n1)C1CCCCCC1 (centres undefined)	-2.5	0.4	/	-1.2	0.6	-0.8	-5.5	-13.5	-0.3	3.7	0.3
CN1C(=O)/C(=C2\SC(=S)N(CCCCCC(=O)O)C2=O)c2ccccc21	-2.5	1.1	-7.2	-18.4	4.2	1.4	-21.2	19.7	1.9	-7.2	3.2
Cc1ccc(S(=O)(=O)c2cc3c(=O)n4ccccc4nc3n(CC3CCCO3)c2=N)cc1C (centres undefined)	-9.0	-7.7	13.3	-0.5	-3.1	-1.7	-5.5	-1.5	-9.8	-6.4	12.9
CCCNC(=O)COc1ccc2c(=O)c(Oc3ccccc3F)coc2c1	-2.1	-8.1	-7.3	1.0	7.9	0.2	3.1	-0.3	0.8	2.3	0.9
Cc1cccc(NC(=O)CCNC(=O)c2ccc(Br)cc2)c1	1.5	-2.1	2.2	-6.7	0.5	-0.4	-0.9	-115.6	-0.2	2.0	-5.0
CCC(CC)C(=O)Nc1cccc(C(=O)N2CCCCCC2)c1	0.2	-7.5	-0.5	-5.9	1.5	-1.8	0.5	1.2	0.4	-6.1	-1.5
CSCCC(NC(=O)C1CCC(C)CC1)C(=O)N1CCN(c2ccccn2)CC1 (centres undefined)	-8.8	-10.3	47.4	-7.1	/	-0.6	-7.2	-3.8	-4.3	-2.8	5.7
O=C(O)C1C2CCC(O2)C1C(=O)NCc1ccc(Cl)cc1 (centres undefined)	-3.3	5.5	11.0	4.2	-0.1	3.4	-0.3	0.1	0.5	-1.0	2.1
CCOC(=O)Cn1c(=O)c(-c2ccccc2NC)nc2ccccc21	-20.3	-9.8	8.0	-13.2	6.6	2.6	-4.4	-17.1	-0.6	0.2	-0.3
CCOc1ccc2nc(/N=C/c3nc(-c4ccc(Br)cc4)oc3O)sc2c1	-1.8	-17.5	-15.9	4.0	-1.7	2.6	-0.7	-14.9	0.7	-3.2	14.7
Cc1ccc2c(c1)CCCN2C(=O)Nc1ccc2c(c1)OCO2	-2.0	-13.2	-8.2	-4.0	6.2	-0.9	-2.8	/	0.3	-6.3	4.1
COCCCn1c(SCc2cccc(OC)c2)nc2cc(OC)c(OC)cc2c1=N	11.2	-6.4	-2.2	-5.9	-0.3	-1.3	-4.0	4.6	-1.1	0.5	-2.7
CCCc1cc(=O)[nH]c(SCC(=O)NCCN2C(=O)CSC2=O)n1	-26.6	-7.1	-4.6	-3.0	-3.7	0.4	-8.1	2.2	-0.1	-6.3	-6.8
O=C(CCN1C(=O)c2cccc([N+](=O)[O-])c2C1=O)NC1CCCCCC1	-1.8	-4.5	-4.4	-0.8	-1.7	0.0	2.8	7.4	0.9	3.6	-5.3
CCCCc1ccc(NC(=S)N2CCN(C(=O)c3ccco3)CC2)cc1	13.5	-1.6	12.9	-2.4	-5.1	-1.5	-4.1	15.9	-0.8	4.7	0.7
Cc1cccc(C)c1-n1cccc1/C=C1\SC(=S)N(c2cccc(C(=O)O)c2)C1=O	2.3	-4.9	-4.8	-33.4	14.0	3.1	-10.1	-73.5	0.9	-4.0	-1.6
Cc1ccc(C(=O)Nc2ccc(N3CCOCC3)nc2N2CCOCC2)cc1	-5.9	-2.1	-7.6	-0.2	0.9	0.5	1.7	1.2	-0.1	-6.3	2.7
CCOc1c(Cl)cc(CNc2nnnn2C)cc1OC	-4.3	-12.2	4.7	7.5	-3.0	-0.3	-1.4	3.9	0.6	-2.0	1.8
CCOC(=O)c1c(-c2ccccc2)csc1NC(=O)c1ccc(S(=O)(=O)N2CC(C)OC(C)C2)cc1 (centres undefined)	-2.5	0.2	-21.1	-4.8	-3.1	-1.1	-11.0	13.9	-1.9	-1.1	-6.7
CC1(C)CC(=O)C(C(c2ccccc2F)C2C(=O)CC(C)(C)CC2=O)C(=O)C1	-5.5	-9.4	-16.8	-6.5	/	1.6	-1.9	7.7	1.7	0.0	2.7
COc1ccccc1Nc1nnc(SCC(=O)NC(=O)Nc2ccc3c(c2)OCCO3)s1	-1.6	-16.1	14.9	?	-2.3	-0.3	-5.0	-33.9	1.3	-4.7	-1.9
N#C/C(=C/c1ccccc1[N+](=O)[O-])c1nnc2n1CCCCC2	-5.5	-11.1	-1.5	-1.4	3.1	0.6	-2.3	-11.2	-0.3	2.8	7.0

Other structures:
Under each structure: Rtt109 Vps75 | PvdQ inh | SUMO Mot1 rescue | dFosB act | NSD2 inh | LANA DNA inh | RTF Ca sens inh | PfHsp90 yeast 2 | CDK5 p35 inh | Keap1 Nrf2 FP | RTF Ca sens act
> COc1ccc(NC(=O)CSc2nnc(-c3cnccn3)n2C)cc1OC
  1.6 | -5.0 | -2.4 | 8.1 | -2.2 | -1.0 | 6.1 | 8.7 | -0.1 | -0.1 | -6.0
> COc1ccc(S(=O)(=O)N2CCOCC2)cc1NC(=O)CCCOc1ccccc1
  -5.5 | -13.4 | -18.3 | -3.6 | -0.7 | -0.7 | 0.9 | -5.6 | -1.9 | -3.3 | 4.1
> Cc1ccc(OCC(=O)N2N=C(C(F)(F)F)CC2(O)C(C)(C)C)cc1C (centres undefined)
  20.5 | -10.5 | 26.0 | -12.9 | 0.3 | 0.2 | -5.8 | -28.4 | -0.5 | 1.9 | 3.2
> Clc1ccccc1C1CC(c2ccccc2)Nc2ncnn21 (centres undefined)
  1.1 | -15.7 | -4.6 | -4.5 | / | -0.8 | -8.6 | 18.8 | 0.4 | -5.8 | 5.9
> Cc1ccc(O)c(NC(=O)c2noc(C(C)C)c2[N+](=O)[O-])c1
  -4.7 | -6.1 | / | -4.2 | / | 0.5 | -0.1 | -25.5 | -0.4 | -4.9 | 4.6
> Cc1ccc(N)cc1-n1c(C)ccc1C
  / | -10.4 | 8.3 | -3.4 | 1.1 | 0.5 | -8.1 | / | -0.6 | -4.6 | 4.1
> CCOc1ccc(/C(CCC(=O)O)=N/NC(=S)NC(C)C)cc1
  9.7 | 10.2 | -0.3 | -2.8 | -2.9 | 0.9 | 13.2 | 12.3 | 3.5 | -1.6 | 5.7
> COc1ccc(Cc2c(N)nc(C)nc2N)cc1
  1.8 | -9.6 | 9.9 | -5.5 | -1.8 | 1.4 | / | -70.7 | -0.5 | -0.7 | /
> O=C(Nc1ccc(N2CCN(C(=O)c3ccco3)CC2)cc1)c1ccccc1Br
  4.7 | 5.8 | 1.5 | -6.3 | 2.5 | -0.1 | -1.3 | -6.0 | 0.0 | -0.2 | 0.8
> O=C1CC(c2cccc(Br)c2)C2=C(COC2=O)N1 (centres undefined)
  -1.7 | -2.5 | 386.5* | -3.1 | 0.1 | -0.1 | -7.0 | -9.3 | -7.3 | -4.3 | 9.0
> CN1/C(=C\C=C2/SC(=S)N(CC(=O)O)C2=O)C(C)(C)c2ccccc21
  ? | 2.7 | -8.6 | ? | 30.5 | -94.7 | i | 4.2 | 3.5 | -400.4 | 772.7*
> COc1cc(C2c3[nH]c4ccccc4c3CCN2Cc2cn(C)nc2C)ccc1F (centres undefined)
  -12.9 | -2.7 | 13.6 | -14.1 | 1.2 | -0.5 | -2.1 | 5.2 | 1.4 | -2.5 | 5.4
> O=C(Cn1c(CO)nc2ccccc21)Nc1ccccc1Cl
  -7.4 | -9.6 | -18.5 | 7.1 | 0.3 | -1.8 | -7.5 | 0.4 | -2.6 | 1.0 | -2.1
> Fc1cc(F)c(NC(=S)N2CCOCC2)c(F)c1
  0.7 | 10.1 | 376.1 | -4.3 | -0.5 | -0.1 | -2.7 | 9.9 | 0.7 | -3.1 | 1.7
> COc1ccccc1CCNS(=O)(=O)c1ccc(C(=O)O)n1C
  -7.3 | 1.0 | -8.8 | -3.1 | 0.5 | -0.9 | 8.9 | -15.8 | 2.8 | -0.6 | 1.8
> COc1cc(CNCc2cc(OC)c(OC)c(OC)c2)cc(OC)c1
  -12.5 | -2.1 | -5.5 | 0.5 | -0.5 | -1.5 | -1.9 | 5.7 | 1.0 | 4.0 | -6.2
> O=C(NC(=O)N1CCOCC1)c1ccccc1
  3.6 | -4.3 | -6.2 | 10.1 | -2.6 | -1.0 | 0.1 | 2.7 | -0.6 | -1.3 | -4.6
> CCCCN(C(=O)c1ccc([N+](=O)[O-])o1)c1c(N)n(CCCC)c(=O)[nH]c1=O
  6.4 | -7.2 | -1.7 | -5.5 | -2.0 | 0.4 | -16.9 | / | 0.7 | -6.6 | 17.0
> C/C(=N\NC(=S)NC1CCCCC1)c1ccc(C#N)cc1
  -9.9 | -8.6 | -6.9 | 36.0* | 1.9 | 1.3 | -0.3 | -40.9 | -0.4 | 0.5 | 4.2

5 structures out of the list, arranged by SMILES length, falling.
Under each structure: Rtt109 Vps75 | PvdQ inh | SUMO Mot1 rescue | dFosB act | NSD2 inh | LANA DNA inh | RTF Ca sens inh | PfHsp90 yeast 2 | CDK5 p35 inh | Keap1 Nrf2 FP | RTF Ca sens act
> COc1ccccc1Nc1nnc(SCC(=O)NC(=O)Nc2ccc3c(c2)OCCO3)s1
  -1.6 | -16.1 | 14.9 | ? | -2.3 | -0.3 | -5.0 | -33.9 | 1.3 | -4.7 | -1.9
> CN1C(=O)/C(=C2\SC(=S)N(CCCCCC(=O)O)C2=O)c2ccccc21
  -2.5 | 1.1 | -7.2 | -18.4 | 4.2 | 1.4 | -21.2 | 19.7 | 1.9 | -7.2 | 3.2
> COc1cc(C(=O)Nc2cccc(-c3cn4cccnc4n3)c2)cc(OC)c1OC
  -4.1 | -10.5 | / | -28.7 | -7.1 | -1.3 | -2.5 | / | 1.2 | -2.4 | -5.3
> Clc1ccccc1C1CC(c2ccccc2)Nc2ncnn21 (centres undefined)
  1.1 | -15.7 | -4.6 | -4.5 | / | -0.8 | -8.6 | 18.8 | 0.4 | -5.8 | 5.9
> O=C(NC(=O)N1CCOCC1)c1ccccc1
  3.6 | -4.3 | -6.2 | 10.1 | -2.6 | -1.0 | 0.1 | 2.7 | -0.6 | -1.3 | -4.6
